Assay outcomes deposited in PubChem by The Scripps Research Institute Molecular Screening Center.
IDE act = boosts human insulin-degrading enzyme activity in HEK cells; P14735; activation, % at 5.96 µM; hit rate 0.073% among 340,000; AID 493087; FAbeta-B cleavage, fluorescence polarization; 0% vehicle, 100% cell-free pure enzyme wells;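 active = activation above the mean of all tested compounds plus 3 SD, set per screening campaign, cut at about 17% in these data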
Target sequence (P14735 whole entry, looked up): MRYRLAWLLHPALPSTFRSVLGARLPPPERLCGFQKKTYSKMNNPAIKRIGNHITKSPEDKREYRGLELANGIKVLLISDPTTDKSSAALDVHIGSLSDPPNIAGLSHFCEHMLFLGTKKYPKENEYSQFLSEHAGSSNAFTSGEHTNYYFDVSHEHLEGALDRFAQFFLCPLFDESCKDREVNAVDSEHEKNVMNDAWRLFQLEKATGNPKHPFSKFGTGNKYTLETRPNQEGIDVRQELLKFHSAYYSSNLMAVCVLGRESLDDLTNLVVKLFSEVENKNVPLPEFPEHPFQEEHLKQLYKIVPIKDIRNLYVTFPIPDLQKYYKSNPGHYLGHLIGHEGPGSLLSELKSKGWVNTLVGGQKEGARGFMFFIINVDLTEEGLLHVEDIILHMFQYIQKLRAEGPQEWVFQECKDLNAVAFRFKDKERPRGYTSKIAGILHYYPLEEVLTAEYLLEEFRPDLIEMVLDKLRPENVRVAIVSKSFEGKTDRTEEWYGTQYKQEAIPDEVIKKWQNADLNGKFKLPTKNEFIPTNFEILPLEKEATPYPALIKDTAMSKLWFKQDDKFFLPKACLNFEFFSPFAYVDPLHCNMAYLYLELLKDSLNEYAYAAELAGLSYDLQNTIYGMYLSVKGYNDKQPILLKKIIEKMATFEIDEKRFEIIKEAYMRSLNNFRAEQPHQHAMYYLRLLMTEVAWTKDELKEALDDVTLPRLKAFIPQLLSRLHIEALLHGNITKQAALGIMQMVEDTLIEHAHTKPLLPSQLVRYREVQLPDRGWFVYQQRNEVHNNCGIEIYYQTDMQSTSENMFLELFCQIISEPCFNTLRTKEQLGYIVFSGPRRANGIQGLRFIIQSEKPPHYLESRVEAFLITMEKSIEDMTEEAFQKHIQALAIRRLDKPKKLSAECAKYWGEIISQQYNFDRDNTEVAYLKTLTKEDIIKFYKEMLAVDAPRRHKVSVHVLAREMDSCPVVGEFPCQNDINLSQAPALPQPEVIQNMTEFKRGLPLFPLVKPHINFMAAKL
IDE cell inh = inhibits human insulin-degrading enzyme in HEK cells | P14735 | FAbetaB cleavage, fluorescence polarization | inhibition, % at 5.59 µM | hit rate 0.41% among 320,000 | AID 434962;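 active = percent inhibition above the average of all tested compounds plus 3 SD, set per screening campaign, cut at about 16% in these data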;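 also: IDE supplied by intact live HEK cells; FP after avidin binding of uncleaved biotin substrate so inhibition keeps polarization high; 0% = DMSO wells and 100% = 60 µM reference IDE inhibitor Ii1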
* hit, by the source's call.

no.	Compound	IDE act	IDE cell inh
1	Cc1ccc(NC(=O)CCNC(=O)c2ccc(Br)cc2)cc1S(=O)(=O)N1CCCCCC1	9	4
2	COC(=O)[C@@]12CCCCN1[C@H](c1ccc(-c3ccc(C(C)=O)cc3)cc1)[C@H]1C(=O)N(C)C(=O)[C@H]12	5	1
3	CC(=O)NC(c1ccco1)c1cc(Cl)c2ccccc2c1O (stereo not given)	-7	36*
4	CCOc1ccc(CCNC(=O)COC(=O)c2nccnc2N)cc1OCC	2	6
5	COc1ccccc1N1CCN(C(=O)CCNC(=O)c2ccco2)CC1	3	2
6	O=S(=O)(Nc1ccccc1N1CCOCC1)c1c(F)cc(F)cc1Br	0	3
7	COc1ccc(NC(=O)C(=O)NCC(c2ccco2)N2CCc3ccccc32)cc1 (stereo not given)	-1	7
8	O=c1cc(-c2ccccc2)cc(-c2ccccc2)n1O	9	1
9	Cn1cccc1C(=O)NNC(=O)c1ccccc1Br	0	2
10	COc1ccc(NC(=O)CCC(=O)c2ccc(Cl)cc2)cn1	3	0
11	COC(=O)c1ccc(CNC(=O)CCC(=O)N2CCOCC2)cc1	0	-1
12	Cc1ccc(NC(=O)COC(=O)Cn2cnc3c2c(=O)n(C)c(=O)n3C)cc1	2	2
13	COc1ccc(CNC(=O)COC(=O)c2ccc3ccccc3n2)cc1	2	5
14	Cc1ccc(C2(C)NC(=O)N(CC(=O)N3CCN(S(=O)(=O)c4cccs4)CC3)C2=O)cc1 (stereo not given)	-2	-8
15	CNC(=O)c1c(NC(=O)CCS(=O)(=O)c2ccc(F)cc2)sc(C)c1C	6	5
16	Cn1ccnc1SCC(=O)c1c(N)n(C)c(=O)n(C)c1=O	0	-2

A few values from above.
Cn1cccc1C(=O)NNC(=O)c1ccccc1Br | IDE cell inh = 2
CNC(=O)c1c(NC(=O)CCS(=O)(=O)c2ccc(F)cc2)sc(C)c1C | IDE cell inh = 5

Next results follow:
no.	Compound	IDE act	IDE cell inh
17	O=C(COC(=O)c1cccnc1Cl)NC(=O)NC1CCCCC1	0	1
18	CCOC(=O)/C=C/[C@H]1CCc2cccc(Cl)c2O1	5	1
19	CN1CCN(C2CCN(c3ccc(Nc4nnc(Cl)c(Nc5ccccc5S(C)(=O)=O)n4)c(OC(CF)CF)c3)CC2)CC1	6	0
20	CC(OC(=O)CCN=C1NS(=O)(=O)c2ccccc21)C(=O)N(C)C1CCCCC1 (stereo not given)	6	0
21	COc1ccc(OCCOC(=O)C(C)NS(=O)(=O)c2ccc(NC(C)=O)cc2)cc1 (stereo not given)	3	2
22	Fc1ccc2cnc(C3=CCCCC3)cc2c1	0	2
23	CN(C(=O)COC(=O)c1cc2ccccc2cc1O)c1c(N)n(Cc2ccccc2)c(=O)[nH]c1=O	-4	0
24	O=C(Cn1cnc2c(OCc3ccccc3)ncnc21)N[C@H](CO)Cc1cc2ccccc2[nH]1	6	-3
25	COC(=O)N[C@@H]1C[C@H]2[C@@H]3CC[C@H]4C[C@@H](OC)CC[C@]4(C)[C@H]3CC[C@@]12C	4	-1
26	NCCC(=O)NCCc1cnc[nH]1	3	0
27	CN(CC(=O)Nc1ccccc1Cl)C(=O)c1ccccc1Sc1ccccc1C#N	-2	-1
28	COc1cccc(-c2sc3ccccc3c2-c2ccc(OCCN(C)C)cc2)c1	4	-3
29	CCC(C)n1c(SCC(=O)NC2CCS(=O)(=O)C2)nc2ccccc2c1=O (stereo not given)	0	1
30	CCN(CC(=O)NCc1cccs1)S(=O)(=O)c1ccccc1Cl	-1	2
31	O=C(/C=C/c1ccc(Cl)cc1)OCC(=O)c1ccc[nH]1	1	6
32	CC1Cc2ccccc2N1C(=O)CN1CCN(S(=O)(=O)c2cccs2)CC1 (stereo not given)	-2	0
33	COc1ccccc1OCCNC(=O)c1cccc(S(=O)(=O)N2CCN(Cc3ccccc3)CC2)c1	-2	2
34	CC1(C)CC(=O)C=C(c2cccc(Cl)c2O)C1	-4	4
35	CCCCN(C(=O)c1ccncc1)c1c(N)n(CCC)c(=O)[nH]c1=O	4	0
36	CC(C)NC(=O)N(C)C[C@H]1Oc2ccc(NC(=O)Nc3ccccc3)cc2C(=O)N([C@H](C)CO)C[C@@H]1C	4	3
37	C[S+](CC[C@H](N)C(=O)O)C[C@H]1O[C@@H](n2cnc3c(N)ncnc32)[C@H](O)[C@@H]1O (stereo not given in full)	3	-3
38	CCN(CC(=O)Nc1ccc2c(c1)OCO2)CC(=O)Nc1ccccc1C(F)(F)F	2	0
39	Cc1ccccc1NC(=O)c1cccc(C(=O)Nc2ccccc2C)c1	-3	6
40	CCOc1ccccc1C(=O)NCC(=O)OCC(=O)c1c(N)n(C)c(=O)n(C)c1=O	0	0

3 compounds already listed, arranged by their value in IDE act, highest first.
no.	Compound	IDE act	IDE cell inh
36	CC(C)NC(=O)N(C)C[C@H]1Oc2ccc(NC(=O)Nc3ccccc3)cc2C(=O)N([C@H](C)CO)C[C@@H]1C	4	3
38	CCN(CC(=O)Nc1ccc2c(c1)OCO2)CC(=O)Nc1ccccc1C(F)(F)F	2	0
33	COc1ccccc1OCCNC(=O)c1cccc(S(=O)(=O)N2CCN(Cc3ccccc3)CC2)c1	-2	2

Additional records:
no.	Compound	IDE act	IDE cell inh
41	CN(CC(=O)N1CCN(Cc2ccccc2)CC1)C(=O)Cc1cccc2ccccc12	0	-2
42	O=C(NNC(=O)c1cc(Br)ccc1O)c1csc(N2CCOCC2)n1	2	-2
43	CCCN(CC(=O)Nc1ccccc1C)C(=O)C1CCCN(C(=O)c2ccc(Cl)cc2)C1 (stereo not given)	4	6
44	Cc1cc(C)c(NC(=O)CNC(=O)CNC(=O)C2CCCCC2)c(C)c1	0	-2
45	Cc1cc(Cl)ccc1OCC(=O)OCC(=O)NC1CCCC1	2	0
46	CCOC(=O)[C@@H]1[C@H]2COc3ccccc3[C@@H]2N2C(=O)N(c3cccc(F)c3)C(=O)[C@@]12C	3	-1
47	COc1ccc(-c2csc(NC(C)c3nc4cc(Cl)c(Cl)cc4n3CCOCCO)n2)cc1 (stereo not given)	2	2
48	O=C(c1cc(-c2ccc(F)cc2)nc2ccccc12)N1CCN(C2CCS(=O)(=O)C2)CC1 (stereo not given)	1	1

Among those listed so far, these have an aryl methoxy group:
no.	Compound	IDE act	IDE cell inh
5	COc1ccccc1N1CCN(C(=O)CCNC(=O)c2ccco2)CC1	3	2
7	COc1ccc(NC(=O)C(=O)NCC(c2ccco2)N2CCc3ccccc32)cc1 (stereo not given)	-1	7
10	COc1ccc(NC(=O)CCC(=O)c2ccc(Cl)cc2)cn1	3	0
13	COc1ccc(CNC(=O)COC(=O)c2ccc3ccccc3n2)cc1	2	5
21	COc1ccc(OCCOC(=O)C(C)NS(=O)(=O)c2ccc(NC(C)=O)cc2)cc1 (stereo not given)	3	2
28	COc1cccc(-c2sc3ccccc3c2-c2ccc(OCCN(C)C)cc2)c1	4	-3
33	COc1ccccc1OCCNC(=O)c1cccc(S(=O)(=O)N2CCN(Cc3ccccc3)CC2)c1	-2	2
47	COc1ccc(-c2csc(NC(C)c3nc4cc(Cl)c(Cl)cc4n3CCOCCO)n2)cc1 (stereo not given)	2	2

Continued:
no.	Compound	IDE act	IDE cell inh
49	COc1cc(-c2nnc(NC(=O)C3=COCCO3)o2)cc(OC)c1OC	-3	5
50	CCC(CC)NC(=O)CSc1ccc(S(=O)(=O)N2CCOCC2)cn1	2	0
51	O=C(Nc1cc(C(=O)N2CCN(c3ccccc3O)CC2)ccc1Cl)c1cccs1	4	-1
52	Cc1ccc(S(=O)(=O)N2CCOCC2)cc1NC(=O)CN1C(=O)NC(C)(c2ccc(Cl)cc2Cl)C1=O (stereo not given)	0	3
53	CCn1nc(C(=O)Nc2nc(-c3ccccn3)cs2)c2ccccc2c1=O	1	-1
54	O=C(OCC(=O)N1CCc2ccccc21)c1ccc([N+](=O)[O-])cc1	-2	-3
55	Cc1ccc2c(c1)[C@H]1[C@H](CO2)[C@H](c2ccccc2)[C@]2(C)C(=O)N(Cc3ccccc3)CC(=O)N12	0	1
56	C=CCOc1ccc(/C=C/C(=O)OCc2csc(CC(=O)Nc3ccccc3C)n2)cc1	-3	-2
57	N#Cc1ccc(OCC(=O)NC2CCCCCC2)cc1	8	-1
58	CCCCCCSc1ccc(-c2nc3ccc(Cl)cn3c2NCCCC)cc1OC	7	5
59	O=C(OCC(=O)N1CCN(c2ccccc2)CC1)c1ccc([N+](=O)[O-])s1	-12	8
60	CN(C)C(=O)CSc1nc2cc(S(=O)(=O)N3CCOCC3)ccc2o1	4	-2
61	C=CCN1C(=O)c2ccc(C(=O)N3CCN(S(=O)(=O)c4ccc(C(C)C)cc4)CC3)cc2C1=O	3	4
62	Cc1cc(C(=O)OCC(=O)Nc2cccc([N+](=O)[O-])c2)c(C)o1	0	1
63	CC(=O)C[C@H](O)CC(=O)[C@H]1OC(=O)[C@H](C)C/C=C\Cc2ccccc21	4	4
64	O=C(c1cccc(NS(=O)(=O)c2ccc(F)cc2)c1)N1CCN(c2ccccc2)CC1	5	0
65	Cc1cccc(NC(=O)CNC(=O)c2cccc(S(=O)(=O)NCc3cccs3)c2)c1C	6	-3
66	CCOc1ccc(OCCC(=O)N2CCN(S(=O)(=O)c3cccc(F)c3)CC2)cc1	4	8
67	CC(=O)NS(=O)(=O)c1ccc(NC(=O)C(C)NS(=O)(=O)/C=C/c2ccccc2)cc1 (stereo not given)	-2	0
68	Cc1ccc(S(=O)(=O)NCCC(=O)NC2CCN(Cc3ccccc3)CC2)cc1	2	11
69	OCC[C@H]1C[C@@H](O)[C@H](O)[C@]2(OCCCc3ccccc32)O1	2	8
70	COc1ccccc1C(=O)NCC(=O)OC(C)C(=O)NC1CCCCC1C (stereo not given)	3	-1
71	CC(NCC(=O)Nc1ccccc1C(=O)NC1CC1)c1cccc(C(F)(F)F)c1 (stereo not given)	1	2
72	O=C(NCCC1CCCCN1S(=O)(=O)c1ccc(F)cc1)C(=O)NCc1cccnc1 (stereo not given)	6	3
73	Cc1ccc([N+](=O)[O-])cc1S(=O)(=O)Nc1ccc(C(=O)NCC2CCCO2)cc1 (stereo not given)	-1	-2
74	COc1ccc(NC(=O)COC(=O)c2cccn2C)cc1S(=O)(=O)N1CCCCC1	3	10
75	CN(N)c1nc(N2CCCC2)nc(N2CCCC2)n1	3	7
76	CCOc1ccc(Oc2ccc(S(=O)(=O)N3CCOCC3)cc2NC(=O)C2=COCCO2)cc1	5	-5
77	CC(CNC1CCCCC1)OC(=O)c1ccccc1 (stereo not given)	3	6
78	CC(C)Cn1c(N)c(C(=O)COC(=O)c2nccnc2N)c(=O)n(C)c1=O	3	-5
79	CC(C)CNC(=O)/C=C/C=C/CCCC/C=C/c1ccc2c(c1)OCO2	5	-1
80	O=C(c1ccc(F)cc1)N1CCC(C(=O)N2CCN(S(=O)(=O)c3cccc(Cl)c3)CC2)CC1	3	0
81	CCNC(=O)NC(=O)COC(=O)c1cccc(S(=O)(=O)N2CC3(C)CC2CC(C)(C)C3)c1 (stereo not given)	-1	8
82	Cc1ccc(S(=O)(=O)NCCC(=O)N2CCCCCC2)cc1	-2	7
83	Cc1ccc(CSCC(=O)N(C)CC(=O)Nc2ccccc2Cl)cc1	0	5
84	CCC(C)N(C(=O)COC(=O)CSc1ccc(C)c(C)c1)C1CCS(=O)(=O)C1 (stereo not given)	0	-1

A portion of the library; the hit share may differ from the screen's.
